Screening data as filed in PubChem BioAssay.
PglD DTNB: C. jejuni PglD acetyltransferase inhibitors, primary screen, biochemical, DTNB colorimetric, single point. UDP-N-acetylbacillosamine N-acetyltransferase PglD (Campylobacter jejuni). purified PglD enzyme, DTNB colorimetric CoA detection. inhibition, % at 12.5 µM. 0.098% of 360,000 active. AID 602405, 2012; in the data active means inhibition above about 16%, passing the limit was not always enough; further: strong numbers were not always called active
miR122 inh: miR-122 Renilla sensor signal increase in Huh7, primary screen, miR-122 inhibitor project, cell-based, single point, plate reader. Huh7 miR-122 Renilla luciferase sensor, 48 h; neutral wells = 0, positive control = 100. activation (reporter increase), % at 12.5 µM. 0.3% of 340,000 active. AID 602342, 2012;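 active means mean replicate activation score at least 90 and every replicate individually at or above 90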;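 further: higher luciferase means less miR-122 activity so hits act as miR-122 inhibitors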
FN deposition inh: inhibitors of fibronectin matrix deposition, primary screen, AH1F cells, Alexa488-fibronectin fluorescence, plate reader | 0.086% of 350,000 active | AH1F fibroblasts, overnight | inhibition, % at 12.6 µM | AID 743247, 2014;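 active means mean inhibition across replicates of 30% or more, regardless of how many single replicates reach that level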;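 further: positive control wells lacked labelled fibronectin entirely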
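Material: AH1F fibroblast monolayer depositing Alexa488-labelled fibronectin into matrix | Input: 10000 AH1F cells/well | Medium: DMEM plus 2% serum, read in PBS | Reagent: Alexa488-fibronectin, 24 nM final in well | Compound dosing: One dose per compound, pinned | Schedule: 1 h adhesion, overnight exposure | Measured by: Fluorescence at 485 nm excitation, 525 nm emission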
Cneo AK release: Cryptococcus neoformans cell lysis inducers, primary screen, AK release luminescence, single concentration | C. neoformans lysis, adenylate kinase release luminescence, 4 h; normalised: neutral wells 0, clomiphene wells 100 | lysis activity, % at 15 µM | 0.2% of 360,000 active | AID 651654, 2012;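 active means mean lysis activity across replicates of at least 80%, whatever share of replicates individually reach that level; inactive means mean lysis activity below 80%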
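read-out = cell lysis signal | test system = log-phase Cryptococcus neoformans yeast cells | input = cells at 5 × 10^6 per mL | medium = fresh YPD growth medium | signal = luminescent adenylate kinase detection reagent | timing = 4 h at 37 °C static, read 1 h later | dosing = single dose | controls = Clomiphene as positive lysis control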
GSIS activator: GLuc luminescence reporter in INS-1E cells, primary screen for activators of glucose-dependent secretion of insulin | activation, % at 16.6 µM | 0.61% of 370,000 active | AID 743287, 2014 | INS-1E GLuc reporter insulin secretion, 2-3 h;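 active means lowest replicate activation of at least 40%, so every replicate reaches that level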;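 further: 0% = median of neutral control wells and 100% = median of IBMX positive control wells; some compounds called inactive have numbers as strong as hits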
Statin myotox sup: suppressors of statin myotoxicity in C2C12 myotubes, primary screen, cell-based, single point, plate reader | C2C12 myotubes + simvastatin, ATP luminescence, 48 h; scaled: DMSO 0, geranylgeraniol control 100 | AID 602340, 2012 | 0.78% of 330,000 active | rescue of ATP level, % at 7.49 µM;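 active means mean ATP rescue above about 67%, or every replicate alone reaching that limit, limit read from the data, passing the limit was not always enough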;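 further: myotubes were challenged with 10 µM simvastatin during compound exposure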
PGC1a acetyl inh: inhibitors of PGC1a acetylation signal, primary screen, cell-based, U2OS, AlphaScreen, inhibitor mode; 0.17% of 350,000 active; AlphaScreen anti-acetyl-lysine; with virally co-expressed GCN5 acetyltransferase; inhibition, % at 15.6 µM;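 active means every replicate shows inhibition of at least 40%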;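 further: 0% = neutral control wells and 100% = positive control wells; some results beyond the cut were filed as inactive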
F508del corr: F508del CFTR correction, initial screen, CFBE line, single point; CFBE cells, YFP halide quenching; stimulated with forskolin plus potentiator P3; % fluorescence drop versus neutral controls; 0.36% of 350,000 active; activity (quench increase), % at 7.58 µM; AID 720511, 2013;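 active means mean added fluorescence quench of at least 8% versus neutral control, with both replicates also reaching 8%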;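 further: cells transiently co-express mutant CFTR-F508del with the halide-sensitive YFP; corrector assay measuring rescue of mutant channel to the surface after 24 h compound exposure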
* hit, by the source's call; · = not tested or not shown; [ ] = another dose, or the depositor's remark.

| item | Compound | PglD DTNB | miR122 inh | FN deposition inh | Cneo AK release | GSIS activator | Statin myotox sup | PGC1a acetyl inh | F508del corr |
| --- | --- | --- | --- | --- | --- | --- | --- | --- | --- |
| 1 | O=C(NC1CCCC1)N1CCCCN2[C@H](CO)[C@@H](c3ccc(-c4cncnc4)cc3)[C@@H]2C1 | 2 | 15[16.7 µM] | · | -3 | 0 | · | 4 | -1.4 |
| 2 | COc1ccc(C(=O)OCc2cc(=O)oc3cc(C)ccc23)cc1S(=O)(=O)N1CCOCC1 | -3 | -2 | 1 | 5 | 1 | 4 | -12 | 1.3 |
| 3 | COc1nc(OC)nc(N2CCC(C(=O)Nc3cccc4ccccc34)CC2)n1 | -1 | 2 | 15 | 3 | 12 | 18 | -17 | · |
| 4 | COc1ccc(OC)c(S(=O)(=O)NC(C)(C)C)c1 | -2 | 4 | 0 | 0 | · | 5 | 1 | · |
| 5 | CC(C)(C)C(=O)C(C(c1ccccc1)N1CCOCC1)N1CCOCC1 (stereo not drawn) | -1 | 1 | -2 | 0 | 14 | 2 | -7 | 3.8 |
| 6 | NS(=O)(=O)c1ccc(CCNC(c2ccccc2)c2ccccc2)cc1 | 2 | -8 | 1 | 2 | 17 | -2 | 7 | 4.9 |
| 7 | Cc1ccc(-n2ncc3c2CC(C)(C)CC3NC(=O)CCc2ccncc2)cc1 (stereo not drawn) | -2 | -1 | -4 | 1 | -2 | -6 | -7 | -1.4 |
| 8 | CO[C@H]1CN(C)C(=O)c2cc(NC(=O)CC(F)(F)F)ccc2OC[C@@H](C)N(CC2CC2)C[C@H]1C | · | · | -4 | · | 4 | · | 0 | -1.6 |
| 9 | O=C(c1ccccc1-c1nc2ccccc2[nH]1)N1CCCCC1 | -4 | -4 | · | 0 | -2 | · | -7 | · |
| 10 | CCn1cc(C(=O)NCCCOC(C)C)c(=O)c2cc(S(=O)(=O)N3CCOCC3)ccc21 | -2 | -6 | -6 | -2 | -3 | 5 | -5 | -2.0 |
| 11 | Cc1cc(C)n2c(SCC(=O)Nc3cc(C)on3)nnc2n1 | -3 | · | -5 | 2 | · | 0 | 8 | · |
| 12 | C[C@H](CO)N1C[C@H](C)[C@H](CN(C)C(=O)Cc2ccccc2)OCCCC[C@H](C)Oc2ccc(NC(=O)c3ccncc3)cc2C1=O | -1 | -5[16.7 µM] | · | 12 | -3 | · | 6 | 0.8 |
| 13 | COc1ccc(OC)c(C(=O)COC(=O)CNC(=O)C2CCCCC2)c1 | 0 | 5 | -8 | 1 | · | · | -2 | · |
| 14 | O=C(Nc1ccccc1)N1CCCCN2[C@H](C1)[C@@H](c1ccc(-c3ccccc3)cc1)[C@@H]2CO | 2 | -11[16.7 µM] | · | -2 | -11 | · | -15 | -5.1 |
| 15 | COc1ccc(NC(=O)c2sc3ncn(CC(=O)N4CCN(c5ccccn5)CC4)c(=O)c3c2C)cc1OC | 0 | · | -11 | 2 | 16 | -11 | · | -4.1 |
| 16 | CCOc1ccc(NC(=O)c2ccc3nccnc3c2)cc1 | 1 | -1 | · | -5 | · | · | -1 | · |
| 17 | Cc1ccc(NC(=O)COC(=O)C2(CC(=O)NC(C)C)CCCC2)cc1C | -5 | · | -12 | 0 | -15 | -3 | · | -3.6 |
| 18 | Cc1csc(SCCn2c(N3CCCC3)nc3c2c(=O)[nH]c(=O)n3C)n1 | 14 | -4 | · | 1 | · | · | 17 | · |
| 19 | COc1ccc(C(=O)/C=C/C(=O)N(CC(=O)NC2CCCCC2)Cc2ccccc2)c(O)c1 | · | · | 7 | · | -6 | · | 7 | -5.0 |
| 20 | COCC(=O)N1C[C@H](C)[C@@H](OC)CN(C)C(=O)c2cc(NC(=O)Nc3ccccc3)ccc2OC[C@H]1C | 2 | 34[16.7 µM] | · | 8 | 3 | 5 | 0 | -1.7 |
| 21 | CC(C)(C)C(=O)NC(=S)Nc1ccc(F)cc1 | · | -12 | -2 | · | · | -14 | 8 | 1.2 |
| 22 | Cc1cc(-c2ccc3ccccc3c2)n2ncnc2n1 | · | · | -3 | · | 1 | · | -10 | -0.1 |
| 23 | C/C=C/c1ccc2c(c1)O[C@@H](CN(C)Cc1ccccc1F)[C@@H](C)CN([C@H](C)CO)S2(=O)=O | -2 | 4[16.7 µM] | · | 9 | -36 | · | -1 | 1.1 |
| 24 | Cc1cc(S(=O)(=O)N2CCOCC2)ccc1OCC(=O)NCc1ccco1 | 2 | 1 | -5 | 0 | 1 | -10 | 6 | -0.1 |
| 25 | O=C(c1ccccc1)N1C[C@H]2[C@@H](c3ccccc31)[C@H](CO)N2C(=O)c1cccc(F)c1 | 0 | 20[16.7 µM] | -3 | -3 | 10 | 3 | -1 | 3.5 |
| 26 | COCCNC(=O)C(c1ccc(O)cc1)N(Cc1ccccc1)C(=O)CCC(=O)Nc1ccccn1 (stereo not drawn) | -4 | -6 | -1 | 1 | 46 | 2 | 9 | 0.0 |
| 27 | O=C(Nc1ccc(F)cc1)Nc1nnc(Cc2ccccc2F)s1 | -1 | -2 | 4 | 1 | 4 | 2 | -36 | 0.6 |
| 28 | C[C@H]1CN([C@@H](C)CO)C(=O)c2cccc(NS(=O)(=O)c3ccc(F)cc3)c2O[C@H]1CN(C)S(=O)(=O)c1cccs1 | 2 | 4[16.7 µM] | -6 | -9 | -9 | -15 | 10 | 2.1 |
| 29 | COc1ccc(S(=O)(=O)Nc2ccc3c(c2)C(=O)N([C@H](C)CO)C[C@@H](C)[C@H](CN(C)C(=O)c2ccncc2)OCCCC[C@@H](C)O3)cc1 | -3 | -3[16.7 µM] | · | -2 | 5 | · | -6 | 1.5 |
| 30 | O=C(OCC(=O)N1CCCc2ccccc21)c1ccccc1[N+](=O)[O-] | 4 | · | · | 3 | 11 | -1 | 5 | 0.6 |
| 31 | CCc1nnc(NC(=O)CSc2nc3cc4c(cc3cc2C)OCCO4)s1 | -3 | 0 | · | 0 | · | 6 | -4 | · |
| 32 | Cc1ccc(NC(=S)N/N=C2\CC(C)(C)Oc3ccc(O)cc32)cc1 | · | 6 | -2 | · | -2 | 8 | -24 | · |
| 33 | Cc1ccc(NC(=O)Cn2cnc3c(NCc4ccccc4)ncnc32)cc1C | -7 | -6 | 3 | 3 | 11 | 5 | -3 | 1.0 |
| 34 | COC(=O)CN1C(=S)N(c2ccc(Cl)cc2)C(=O)C1CC(=O)Nc1ccc(Cl)cc1 (stereo not drawn) | 0 | -2 | · | 0 | · | · | -5 | · |
| 35 | C[C@H]1CN([C@@H](C)CO)C(=O)Cc2cc(NS(=O)(=O)c3ccccc3)ccc2O[C@H]1CN(C)S(=O)(=O)c1ccc(Cl)cc1 | 1 | -6[16.7 µM] | · | -3 | 7 | 16 | 1 | 2.9 |
| 36 | CN(C)C(=O)c1ccc(NC(=O)c2cc(-c3ccco3)nc3ccccc23)cc1 | 6 | -7 | 7 | -1 | -4 | · | 4 | 1.0 |
| 37 | CNC(=O)c1c(NC(=O)CCS(=O)(=O)c2ccc(F)cc2)sc(C)c1C | 1 | · | · | 3 | 8 | 4 | -13 | 2.2 |
| 38 | Cc1ccc(C)c(S(=O)(=O)N2CCCOC2CNC(=O)C(=O)NC2CC2)c1 (stereo not drawn) | 1 | 0 | 3 | 2 | 13 | -6 | 2 | -0.9 |
| 39 | CCOC(=O)c1ccc(N2C(=O)CC(N3CCC(C(=O)OCC)CC3)C2=O)cc1 (stereo not drawn) | 7 | -6 | · | 2 | · | 1 | 17 | · |
| 40 | CCN(CC)c1nc2c(c(=O)n(C)c(=O)n2C)n1CC(=O)c1ccccc1 | 1 | 0 | 5 | 0 | 21 | · | 8 | -1.9 |
| 41 | COC(=O)c1sc(NC(=O)C2CCCCC2C(=O)O)c(C(=O)OC)c1C (stereo not drawn) | -1 | -8 | · | 6 | · | · | -14 | · |
| 42 | Cc1ccc(NC(=O)CSCc2nc3c(nnn3Cc3ccc(F)cc3)c(=O)[nH]2)c(C)c1 | · | · | -7 | · | -2 | · | -7 | -0.4 |
| 43 | CCN(CC)c1ccc(C2Nc3cccc4cccc(c34)N2)cc1 | -3 | -2 | 4 | -5 | -5 | 3 | -4 | 4.7 |
| 44 | COc1ccc(CCN(C)C(=O)c2c(C)noc2C)cc1OC | -2 | -12 | -4 | -1 | 15 | 13 | 13 | -2.0 |
| 45 | Cc1ncccc1C(=O)N1CCCC(CNC(=O)C2(c3ccc(Cl)cc3)CC2)C1 (stereo not drawn) | 4 | 3 | 7 | -3 | -5 | 1 | 1 | 0.5 |
| 46 | C[C@@H]1CN([C@H](C)CO)S(=O)(=O)c2ccc(-c3ccncc3)cc2O[C@@H]1CN(C)C(=O)C1CC1 | 4 | -8[16.7 µM] | 3 | -3 | 8 | -2 | -3 | 0.9 |
| 47 | Cc1ccc(-c2ccc(SCC(=O)Nc3cc(C)on3)nn2)cc1 | · | · | 12 | · | -4 | · | 4 | -1.5 |
| 48 | O=C(COC(=O)c1cc(C(F)(F)F)cc(C(F)(F)F)c1)NCc1ccc(Cl)cc1 | 1 | 0 | -4 | -1 | 23 | -7 | 12 | -0.8 |
| 49 | Cn1c(N)c(C(=O)c2ccc(F)cc2F)c(=O)n(C)c1=O | -11 | -1 | 6 | 0 | 8 | · | 1 | · |
| 50 | CO[C@@H]1CN(C)C(=O)c2ccc(NS(C)(=O)=O)cc2OC[C@H](C)N(C(=O)C2CCCCC2)C[C@H]1C | -2 | · | -13 | 5 | -2 | 14 | 6 | -1.5 |
| 51 | O=C1CN(C(=O)N[C@@H](Cc2ccccc2)C(=O)N[C@@H](Cc2ccccc2)C(=O)O)c2ccccc2N1 | 0 | 12 | · | -3 | -1 | -5 | -3 | -3.1 |
| 52 | CC(C)NC(=O)N(C)C[C@H]1Oc2ccc(NS(=O)(=O)c3ccccc3)cc2C(=O)N([C@@H](C)CO)C[C@H]1C | 1 | -3[16.7 µM] | 3 | 1 | 19 | -10 | 4 | -0.9 |
| 53 | O=C(Nc1ccc(NC(=S)NC(=O)c2cccs2)cc1)c1ccccc1 | -1 | -5 | · | 4 | -2 | · | -9 | · |
| 54 | O=C(c1cc2nc(C3CC3)cc(C(F)(F)F)n2n1)N1CCCC1 | 1 | 2 | · | 1 | · | · | 11 | · |
| 55 | C[C@H](CO)N1C[C@H](C)[C@@H](CN(C)C(=O)Nc2ccc3c(c2)OCO3)Oc2ccc(NC(=O)Nc3ccccc3)cc2C1=O | · | 1[16.7 µM] | · | · | -9 | · | 2 | 2.8 |
| 56 | O=C(/C=C/Nc1ccccc1OC(F)(F)F)C(F)(F)F | 1 | 6 | · | 1 | · | · | 16 | · |
| 57 | COC(=O)Nc1ncc(CN2CCc3ccccc3C2)s1 | 1 | 3 | · | 1 | 2 | -12 | 3 | -0.2 |
| 58 | COc1cc(OC)cc(C(=O)n2nc(C)cc2C)c1 | 6 | -1 | · | 2 | 25 | 22 | 15 | -0.6 |
| 59 | CN(C)CCNC(=S)Nc1ccc(-c2nc3ccccc3[nH]2)cc1 | 1 | · | 1 | -6 | 3 | -1 | 1 | -0.3 |
| 60 | O=C(O)CCC(=O)Nc1nc2ccccc2s1 | -3 | -2 | 4 | 0 | · | 3 | 7 | · |
| 61 | COc1ccc(CCNC(=O)COc2cccc(-n3cnnn3)c2)cc1 | 5 | · | 4 | 1 | 16 | 2 | · | -1.3 |

Hits appear at their usual frequency; about 2.1% have a hit in one of these screens.
